# HP1b chromo inh = HTS for Inhibitors of HP1-beta Chromodomain Interactions with Methylated Histone Tails. Chromobox protein homolog 1 (Homo sapiens), P83916. AlphaScreen HP1-beta / biotin-H3K9me3 peptide binding. Potency, µM (doses to about 114 µM), for the others: at the highest dose activity change, negative = inhibition, most hits filed as inhibitors. actives 0.56% (n = 390,000); also: potency is read from the fitted curve at half-maximal effect; nearly all actives have a fitted effect of over 70% in size; inactives centre near 23
# Target sequence (P83916 whole entry, looked up): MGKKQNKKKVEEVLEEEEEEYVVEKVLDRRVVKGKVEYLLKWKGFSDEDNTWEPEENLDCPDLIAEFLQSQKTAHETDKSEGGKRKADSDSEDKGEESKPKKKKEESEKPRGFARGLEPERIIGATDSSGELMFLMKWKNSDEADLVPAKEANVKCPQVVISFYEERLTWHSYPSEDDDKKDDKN
#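 AlphaScreen: HP1-beta (50 nM) preformed 30 min with biotin-H3(1-18)K9me3 peptide (50 nM) in PBS pH 7.4, 0.01% Tween-20. Compound added for 30 min at RT, then streptavidin donor/nickel chelate acceptor beads (10 ug/mL) for 30 min.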
# BAZ2B block = qHTS Assay for Inhibitors of BAZ2B. Bromodomain adjacent to zinc finger domain protein 2B (Homo sapiens), Q9UIF8. AlphaScreen BAZ2B-H3K14Ac peptide displacement. Potency, µM (series often up to 114 µM), inactives show top-dose activity change, negative = inhibition, actives largely listed as inhibitors. actives 4.4% (n = 360,000). AID 504333, 2011; also: potency is read from the fitted curve at half-maximal effect; % is scaled to controls: 0 for no effect and ±100 for the full control effect; nearly all actives have a fitted effect of over 60% in size
#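 Inhibition is scored as reduced AlphaScreen emission. The BAZ2B/b-H3(5-23)K14Ac complex (50 nM each) in PBS pH 7.4, 0.01% Tween-20 meets compound (up to 110 uM) for 30 min at RT before bead addition.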
# PI4K2A inh = qHTS for small molecular inhibitors of PI4K2A. Phosphatidylinositol 4-kinase type 2-alpha (Homo sapiens), Q9BTU6. purified PI4K2A, ADP-Glo luminescence, 1 h; hits give low values. activity change, negative = inhibition, % at 76.9 µM. actives 0.13% (n = 420,000). AID 1346378, 2018; in the data active = activity change below about -50%; inconclusive = mostly about -30% to -49%;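 also: -100% = wells without enzyme as full effect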
#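 In this quantitative HTS, ADP production by PI4K2A was quantified luminescently after 1 h at ambient temperature; 100 microM adenosine served as plate-quality control.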
# Pin1 inhibitor = qHTS Assay to Find Inhibitors of Pin1. Potency, µM (titrated, usually from 115 µM), inactives show at the highest dose activity, negative = inhibition, hits mostly inhibitors. Peptidyl-prolyl cis-trans isomerase NIMA-interacting 1 (Homo sapiens), Q13526. AID 504891, 2011. actives 0.009% (n = 390,000). Pin1 FP peptide displacement, HiFluor488, 10 min; active = well fitted inhibition curve with a large enough effect in the polarisation, with a control signal flat, not every such curve was filed as active; inconclusive = small, poorly fitted or top-dose-only effect, or effect the other way, or a change in a side signal; inactive = no such curve, though single readings can be large or run the other way; the % refers to the polarisation; also: potency is read from the fitted curve at half-maximal effect; % is scaled to controls: 0 for no effect and ±100 for the full control effect
# Target sequence (Q13526 whole entry, looked up): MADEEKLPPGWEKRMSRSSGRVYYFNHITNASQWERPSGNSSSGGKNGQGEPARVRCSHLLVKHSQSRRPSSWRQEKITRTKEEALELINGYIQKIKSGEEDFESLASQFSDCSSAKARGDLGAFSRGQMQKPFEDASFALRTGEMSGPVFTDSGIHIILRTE
# JMJD2A Tudor = qHTS Assay for Inhibitors of JMJD2A-Tudor Domain; AlphaScreen JMJD2A-Tudor / H3K4me3 peptide binding; AID 504339, 2011; actives 4.4% (n = 390,000); Lysine-specific demethylase 4A (Homo sapiens), O75164; Potency, µM (titrated, usually from 114 µM), for the others: at the top dose activity change, negative = inhibition, actives largely listed as inhibitors; also: potency is read from the fitted curve at half-maximal effect; % is scaled to controls: 0 for no effect and ±100 for the full control effect; nearly all actives have a fitted effect of over 50% in size
# POLH inh = qHTS for Inhibitors of Polymerase Eta; DNA polymerase eta (Homo sapiens), Q9Y253; recombinant Pol eta, fluorescent DNA replication assay; Potency, µM (doses to about 114 µM), inactives show at the top dose activity change, negative = inhibition, most hits filed as inhibitors; actives 1.2% (n = 390,000); also: potency is read from the fitted curve at half-maximal effect; % is scaled to controls: 0 for no effect and ±100 for the full control effect
# Target sequence (Q9Y253 whole entry, looked up): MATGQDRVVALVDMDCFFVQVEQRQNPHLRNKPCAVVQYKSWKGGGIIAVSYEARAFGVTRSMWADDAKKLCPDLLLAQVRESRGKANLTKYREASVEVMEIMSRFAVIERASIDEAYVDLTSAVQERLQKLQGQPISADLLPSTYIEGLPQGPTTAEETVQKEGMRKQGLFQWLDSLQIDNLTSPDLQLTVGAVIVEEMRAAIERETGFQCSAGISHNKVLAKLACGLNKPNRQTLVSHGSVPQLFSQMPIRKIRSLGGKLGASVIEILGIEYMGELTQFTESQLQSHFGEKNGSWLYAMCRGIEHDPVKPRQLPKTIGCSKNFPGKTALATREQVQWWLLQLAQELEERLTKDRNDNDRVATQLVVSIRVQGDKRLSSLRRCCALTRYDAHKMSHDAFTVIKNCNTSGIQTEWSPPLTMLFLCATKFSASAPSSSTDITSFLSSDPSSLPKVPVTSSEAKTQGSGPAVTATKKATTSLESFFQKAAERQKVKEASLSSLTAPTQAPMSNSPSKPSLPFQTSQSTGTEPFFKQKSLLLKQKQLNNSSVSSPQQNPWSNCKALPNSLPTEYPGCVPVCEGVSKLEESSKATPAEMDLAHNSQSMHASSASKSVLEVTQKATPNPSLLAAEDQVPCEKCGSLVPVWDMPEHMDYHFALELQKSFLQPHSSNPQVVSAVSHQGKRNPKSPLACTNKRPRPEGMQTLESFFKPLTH
#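 Pol eta at 10 nM preincubated with compounds 15 min at room temperature; reaction started with fluorescent substrate (50 nM final) and read kinetically at 0 and 10 min.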
# Tb PGK inh = qHTS Assay to Find Inhibitors of Phosphoglycerate Kinase. Phosphoglycerate kinase, glycosomal (Trypanosoma brucei brucei), P07378. PGK/GAPDH coupled, Kinase-Glo luminescence, 60 min. Potency, µM (titrated, usually from 57.5 µM), without a hit: at the highest dose activity change, negative = inhibition, most hits filed as inhibitors. actives 0.043% (n = 380,000). AID 602233, 2012; also: potency is read from the fitted curve at half-maximal effect; % is scaled to controls: 0 for no effect and ±100 for the full control effect; nearly all actives have a fitted effect of over 60% in size
#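 Recombinant glycosomal PGK reaction used 1,3-bisphosphoglycerate generated in-well by GAPDH (100nM final) in 100mM TEA pH 7.6, 5mM MgCl2, 0.01% Tween-20. After 60 minutes at room temperature, ATP was read by Kinase-Glo Plus luminescence end-point.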
# G9a block = qHTS Assay for Inhibitors of Histone Lysine Methyltransferase G9a; AID 504332, 2011; actives 8.8% (n = 350,000); Histone-lysine N-methyltransferase EHMT2 (Homo sapiens), Q96KQ7; Potency, µM (series often up to 102 µM), inactives show at the highest dose activity, negative = inhibition, usual class: inhibitors; G9a H3K9 monomethylation, AlphaScreen, 2 h; also: potency is read from the fitted curve at half-maximal effect; % is scaled to controls: 0 for no effect and ±100 for the full control effect; nearly all actives have a fitted effect of over 75% in size
#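 Step 1: enzyme (final 20 nM) with compound, 15 min RT. Step 2: substrate peptide 500 nM and SAM 20 uM, 2 h RT. Step 3: anti-H3K9me1 antibody and AlphaScreen beads, 10 min, then plate read.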
# GLS inhibitor = qHTS for Inhibitors of Glutaminase (GLS); Glutaminase kidney isoform, mitochondrial (Homo sapiens), O94925; GLS enzymatic activity, qHTS titration; Potency, µM (doses to about 45.5 µM), for inactives: top-dose activity change, negative = inhibition, most hits filed as inhibitors; actives 0.21% (n = 410,000); AID 624170, 2012; also: potency is read from the fitted curve at half-maximal effect; % is scaled to controls: 0 for no effect and ±100 for the full control effect
#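 hKGA in 45 mM KH2PO4 pH 8.2, 0.02% Tween-20 with pin-transferred compounds; 1 mM L-glutamine (stock) plus glutamate oxidase/HRP/Amplex Red coupling added. Fluorescence read initially and after 30 min at RT.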
# Starred values were filed as active, the others as inactive; i = inactive; ? = inconclusive; nt = no result given; [ ] = dose if it differs, or a comment. Unless noted, calls follow the shape of the dose curve; as a rule, active = well fitted curve in the direction sought with a large enough effect; inconclusive = small, poorly fitted or top-dose-only effect, or another doubt; inactive = no such curve, though single readings can be large; an effect the other way counts as inactive or inconclusive. These rows are one share of the data; the hit share may differ from the screen's.
No.	structure	HP1b chromo inh	BAZ2B block	PI4K2A inh	Pin1 inhibitor	JMJD2A Tudor
1	O=C(COc1ccccc1N1C(=O)c2ccccc2C1=O)c1ccc(Cl)cc1	52%[activator]	2%	1	37%[activator]	-9%[11.4 µM]
2	CN(C)CCCN(C(=O)c1ccc(S(=O)(=O)N(C)Cc2ccccc2)cc1)c1nc2cc3c(cc2s1)OCO3	-15%	?	-1	-2%	50µM*
3	COc1ccccc1NC(=S)N(CCc1c(C)[nH]c2ccccc12)Cc1cccs1	1%	-37%	4	55%[activator]	?
4	COc1ccccc1N1CCN(C(=O)CN(Cc2ccc(Cl)cc2)S(C)(=O)=O)CC1	14%	?	-5	-4%	-12%
5	O=C(CCc1ccccc1)NC(=S)Nc1ccc2c(c1)C(=O)OC2	58%[activator]	-20%	1	12%	-6%
6	OC(CSc1c(Cl)cccc1Cl)CN1CCN(c2ccc(F)cc2)CC1 (centres undefined)	-5%	?	2	0%	?
7	Cn1c(=O)c2sccc2n2c(CCCC(=O)N3CCCCC3)nnc12	33%	-11%	-4	4%	7%
8	Cn1nnnc1P(=O)(c1ccccc1)c1ccccc1	25%	1%	-8	-3%	-9%

No.	POLH inh	Tb PGK inh	G9a block	GLS inhibitor
1	-7%	0%	9%	1%
2	-21%	8%	50µM*	10%
3	-15%	1%	?	20%
4	-17%	nt	-31%[2.33 µM]	4%
5	-23%	5%	-6%	-25%
6	-12%	-4%	-33%[59 µM]	29%
7	-18%	-8%	23%	5%
8	-3%	-2%	8%	0%

No.	structure	HP1b chromo inh	BAZ2B block	PI4K2A inh	Pin1 inhibitor	JMJD2A Tudor
9	O=C(CSc1cccc[n+]1[O-])Nc1ccccc1C(F)(F)F	28%[57 µM]	nt	-13	5%	3%
10	C/C(=N/NC(=O)c1ccncc1)c1ccccc1	54%[activator]	0%	-1	-1%	?
11	Cc1ccc(CNS(=O)(=O)c2ccc3c(c2)NC(=O)C(C)S3)cc1 (centres undefined)	77%[activator]	0%	-6	-1%	-20%
12	O=C(CN1C2CCCC1CC(NC(=O)c1ccccc1)C2)Nc1ccccc1C(F)(F)F (centres undefined)	-1%	?	4	?	-16%
13	CCOC(=O)c1c(C)nn(-c2ccc(NC(=O)c3c(C)noc3C)cc2)c1C	15%	6%	9	-9%	-11%
14	CC(C)N(Cc1nc(-c2ccc(Cl)cc2)no1)C(=O)c1ccco1	30%	-18%[57.1 µM]	-1	0%	0%
15	O=C(Nc1cccnc1)c1ccc(-c2ccc(Cl)cc2)o1	14%	-17%	-1	1%	-10%
16	CCCCN(c1ccccc1)S(=O)(=O)c1cccc2cccnc12	66%[activator]	-6%	3	-10%	19%

No.	POLH inh	Tb PGK inh	G9a block	GLS inhibitor
9	1%	1%	nt	-7%
10	-3%	-7%	nt	-15%
11	-19%	0%	-7%	-5%
12	-9%	6%	12%	10%
13	-17%	-5%	45µM*	-2%
14	-23%	-5%	-28%[59 µM]	-5%
15	-6%	-3%	?	1%
16	-18%	-1%	nt	-2%

No.	structure	HP1b chromo inh	BAZ2B block	PI4K2A inh	Pin1 inhibitor	JMJD2A Tudor
17	Cc1cccc(Nc2nc(N)c([N+](=O)[O-])c(N3CC(C)CC(C)C3)n2)c1 (centres undefined)	?	?	-4	2%	?
18	O=C(OCc1ccccc1)N1CCC2CC1c1cc(N3CCCCC3)ccc12 (centres undefined)	?	nt	0	?	28µM*
19	CCOc1ccccc1C(=O)NC(C(=O)Nc1ccccc1N1CCOCC1)C(C)C (centres undefined)	4%	-9%	2	-3%	-3%
20	CC(C)(C)[C@H]1C=C(C(=O)NCc2nc3ccccc3[nH]2)O[C@@H](OCCCCO)C1	42%[activator]	-15%	1	-2%	-4%
21	O=C(c1ccc(F)cc1)N1CCC(C(=O)N2CCN(Cc3ccc4c(c3)OCO4)CC2)CC1	30%	8%	3	4%	-9%
22	O=C(Nc1ccc2c(c1)Cc1ccccc1-2)c1cccnc1	49%[activator]	-5%	-1	3%	-25%
23	O=C(NC1CC1)c1ccc(CSCc2ccccc2Cl)o1	42%[activator]	-22%	-2	-2%	10%
24	O=C(Cc1ccccc1)Nc1nnc(-c2cccs2)s1	34%	-2%	3	3%	-34%

No.	POLH inh	Tb PGK inh	G9a block	GLS inhibitor
17	-29%	6%	?	-15%
18	-9%	5%	nt	19%
19	-4%	-6%	-30%	8%
20	-17%	-6%	2%[12.7 µM]	-7%
21	-9%	0%	-1%	19%
22	-7%	-1%	nt	-12%
23	-16%	-3%	21%	11%
24	6%	8%	13%[12.7 µM]	15%

No.	structure	HP1b chromo inh	BAZ2B block	PI4K2A inh	Pin1 inhibitor	JMJD2A Tudor
25	COc1ccc(-c2nc3scc(CCNS(=O)(=O)c4cccc(C(C)=O)c4)n3n2)cc1	9%	-16%	-1	-8%	-26%
26	COC(=O)c1cc(NC(=O)c2cc(C(C)(C)C)nn2Cc2ccc(F)cc2)ccc1N1CCOCC1	61%[activator]	8%	-4	0%	-14%
27	COc1ccccc1N1CCN(C(=O)c2cc3c(=O)n4ccccc4nc3s2)CC1	57%[activator]	1%	2	-3%	6%
28	COc1cc(OC)cc(-c2oc(=O)c3cc(OC)c(OC)cc3c2C#CCCO)c1	39%[activator]	nt	-2	0%	-19%
29	CCOC(=O)c1sc(NC(=O)CSc2nnc(Cc3ccccc3)o2)c(C#N)c1C	?	?	-15	?	56µM*
30	Cc1ccccc1N(C(=O)c1ccccn1)C(C(=O)NCc1ccccc1)c1cccnc1 (centres undefined)	4%	4%	-17	-3%	-5%
31	Cc1ccc(CCN2C(=O)CCC2(C)C(=O)NC2CCCC2)cc1 (centres undefined)	50%[activator]	-2%	3	4%	-13%
32	CCOC(=O)NC(=O)COC(=O)c1cccc2ccccc12	26%	-3%	1	-3%	3%

No.	POLH inh	Tb PGK inh	G9a block	GLS inhibitor
25	-16%	-11%	-6%[59 µM]	9%
26	-16%	-11%	?	1%
27	-7%	-6%	14%[12.7 µM]	10%
28	1%	-8%	nt	1%
29	?	-3%	?	-9%
30	-12%	i	2%	1%
31	-6%	5%	9%	6%
32	-16%	i	12%	-13%

No.	structure	HP1b chromo inh	BAZ2B block	PI4K2A inh	Pin1 inhibitor	JMJD2A Tudor
33	O=C(CSc1nnc(NC(=O)c2ccco2)s1)Nc1ccccc1Br	23%	-16%	-4	-3%	0%
34	CCOc1ccc(OCC)c(NC(=O)CCS(=O)(=O)c2ccc(C)cc2)c1	35%	4%	-1	-1%	-13%
35	COc1ccc2[nH]cc(CC(=O)O)c2c1	18%	-3%	-3	-4%	-27%
36	CC(/C=C/C1(O)C(C)CC(O)CC1(C)C)OC1OC(CO)C(O)C(O)C1O (centres undefined)	-15%	?	-3	-1%	?
37	O=C(NC(N1CCOCC1)C(Cl)(Cl)Cl)c1ccc(Br)cc1 (centres undefined)	22%	4%	-7	6%	-4%
38	Cc1ccc(C(=O)N2CC=C(c3ccccc3)CC2)o1	-4%	-35%	1	-6%	-27%
39	Cc1ccc(NC(=O)CSc2nnc3[nH]c(=O)cc(-c4ccccc4)n23)cc1Cl	-6%	-13%	-1	4%	?
40	COc1ccc(C2CC(=O)Oc3cc(C)c(Cl)cc32)cc1 (centres undefined)	106%[activator]	nt	6	5%	-4%

No.	POLH inh	Tb PGK inh	G9a block	GLS inhibitor
33	-17%	4%	22%[59 µM]	2%
34	-26%	-10%	3%	-5%
35	1%	-9%	-11%	7%
36	35µM*	-14%	?	-23%
37	-9%	5%	4%	2%
38	-17%	-2%	14%[0.501 µM]	-4%
39	-7%	-3%	0%[59 µM]	1%
40	-12%	-2%	69%[activator]	-5%

No.	structure	HP1b chromo inh	BAZ2B block	PI4K2A inh	Pin1 inhibitor	JMJD2A Tudor
41	O=C(CSc1nnc2c(n1)[nH]c1ccccc12)NC1CCCCC1	-18%	34%[activator]	-7	-1%	-18%
42	CCNc1nc(C)cc(COC)c1C#N	28%	3%	-6	-8%	-5%
43	O=C(Nc1cccc(C(F)(F)F)c1)c1n[nH]c(Cn2cncn2)n1	4%	?	4	-8%	?
44	CCc1ccc(NC(=O)CSc2nc(O)cc(=O)n2C2CCCC2)cc1	25%	-32%	-3	11%	-17%

No.	POLH inh	Tb PGK inh	G9a block	GLS inhibitor
41	-7%	-4%	-4%	-19%
42	-16%	-1%	?	-18%
43	0%	-8%	?	7%
44	-7%	i	-31%	1%

# Another view of some results above:
item	molecule	HP1b chromo inh	BAZ2B block	PI4K2A inh	Pin1 inhibitor	JMJD2A Tudor	POLH inh	Tb PGK inh	G9a block	GLS inhibitor
3	COc1ccccc1NC(=S)N(CCc1c(C)[nH]c2ccccc12)Cc1cccs1	1%	-37%	4	55%[activator]	?	-15%	1%	?	20%
4	COc1ccccc1N1CCN(C(=O)CN(Cc2ccc(Cl)cc2)S(C)(=O)=O)CC1	14%	?	-5	-4%	-12%	-17%	nt	-31%[2.33 µM]	4%
9	O=C(CSc1cccc[n+]1[O-])Nc1ccccc1C(F)(F)F	28%[57 µM]	nt	-13	5%	3%	1%	1%	nt	-7%
